Compound activity as filed in PubChem BioAssay.
HT1080 viability: cytotoxicity in HT1080 fibrosarcoma cells, cell-based, fluorescence readout (AID 620); HT1080 viability, fluorescence; higher % means a stronger effect; cytotoxicity, % at 10 µM, or EC50 in µM where a hit was titrated; 87,000 tested, 0.42% active; in the data active means cytotoxicity above about 50%;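 further: cells exposed to compound overnight then 4 h with Alamar Blue; 0% = vehicle DMSO and 100% = killing control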
Active calls of the source: *. Not all compounds are listed. The share of hits here may be higher or lower than overall.

SMILES | HT1080 viability
CCn1c2ccccc2c2cc(NC(=O)CSc3nnc(-c4ccc(OC)c(OC)c4)n3N)ccc21 | -6%
COc1ccc(CCNC(=O)CSc2nc(O)c(C(C)C)c(=O)[nH]2)cc1OC | -1%
COC(=O)C(C)(C(=O)OC)c1ccccc1[N+](=O)[O-] | 16%
C[C@@H](C(=O)NCC1CC1)[C@@H]1C[C@@]1(C)[C@@H](NC(=O)OCc1ccccc1)c1ccccc1 | 10%
Cc1cccc(NC(=O)CSc2nnc(-c3ccco3)c(-c3ccco3)n2)c1C | -16%
O=C(CN(c1ccc(F)cc1)S(=O)(=O)c1ccc2c(c1)OCCO2)NCc1cccnc1 | -11%
CCCn1nnnc1NC(=O)c1cccs1 | -12%
O=C(NC1CCCCC1)C(c1ccco1)N(CCc1ccccc1)C(=O)C(F)(F)F (centres undefined) | 12%
Cn1c2ccccc2c2cc(C(=O)O)ccc21 | 7%
COc1cccc(NC(=O)Nc2ccc3c(c2)N(C)C(=O)CS3)c1 | 6%
Cn1c(N/N=C/c2cccs2)cc(=O)n(C)c1=O | -2%
Cc1sc(-c2ccncc2)nc1OC(=O)c1ccccc1 | 6%
CC(C)CNC(=O)c1ccccc1Oc1ccccc1 | -8%
O=c1c2cn[nH]c2[nH]c(=S)n1-c1ccccc1 | -1%
CC(C)(C)c1nnc(NS(C)(=O)=O)s1 | 12%
Cc1ccc(S(=O)(=O)N2CCCC(C(=O)NCCC3=CCCCC3)C2)cc1 (centres undefined) | -5%
CN1C[C@@H]2C(c3ccc(C(F)(F)F)cc3)C3(c4ccccc4)CC2(C3)[C@H]1c1ccccc1 (some centres undefined) | 0%
CN(C(=O)c1ccc(S(=O)(=O)N2CCCC2)cc1)C1CCCCC1 | 1%
O=S(=O)(c1ccc2ccccc2c1)N(CC(O)COCc1ccco1)c1ccccc1 (centres undefined) | -22%
COc1cccc(NC(=O)CCCOc2cc(=O)n(C)c3ccccc23)c1 | -4%
Cn1ncc2c(Nc3cccc(C(=O)O)c3)ncnc21 | -4%
COc1cc2c(cc1NC(=S)Nc1cccc(C(F)(F)F)c1)oc1ccccc12 | -8%
C1=C(c2ccccc2)N2CCN=C2S1 | 22%
O=C(NNC(=S)NC(=O)c1ccccc1[N+](=O)[O-])c1ccccc1 | 6%
CC1CCC2(CC1)SCC(=O)N2c1ccccc1 (centres undefined) | -4%
CC(C)NC(=O)NC(=O)CSc1nnc(COc2ccccc2F)n1C(C)C1CC2CCC1C2 (centres undefined) | -8%
CCCCCCCc1c(C)nc(N2CCOCC2)[nH]c1=O | 20%
COC(=O)[C@@]1(Cc2ccc(F)cc2)[C@H]2c3cc(C(=O)N4CCCC4)n(Cc4c(CO)[nH]cc(C)c4=O)c3C[C@H]2CN1C(=O)c1ccccc1 | 6%
Cc1ccc(-c2nn(-c3ccccc3)c3[nH]c(=O)c(CNCc4ccccc4)cc23)cc1 | 5%
CCOC(=O)N1CCN(c2nc(-c3cccs3)cc(C(F)(F)F)n2)CC1 | 4%
CCOc1cc(C(N)=O)cc(Br)c1OC | 7%
O=C(O)[C@H]1CCCC[C@H]1C(=O)NCCc1ccccc1 | -6%
Nc1ccc(N(c2ccccc2)c2ccc(N)cc2)cc1 | -11%
CCOC(=O)Cc1csc(NC(=O)CCCCCN2C(=O)c3cccc4cccc(c34)C2=O)n1 | -3%
COc1cc(S(=O)(=O)N(Cc2ccccc2)Cc2ccccn2)ccc1-n1cnnn1 | 3%
COc1cc(-c2nc(-c3ccc(NC(=O)c4ccc(Br)o4)cc3)no2)cc(OC)c1OC | 4%
O=S(=O)(Nc1cccc2nsnc12)c1ccccc1 | -10%
CC(=O)c1c(C)[nH]c(C(=O)OCC(=O)C(C)(C)C)c1C | -19%
CSc1ccccc1C(=O)NC1CCCCC1 | 18%
CC(NS(=O)(=O)c1ccc(Cl)cc1)C(=O)NCc1ccco1 (centres undefined) | -15%
C=CCn1c(-c2ccccc2)nc(=S)c2c1CC(C)(C)OC2 | 2%
COc1ccc(-n2nc(C(=O)NCC(=O)Nc3cccc(C)n3)c3ccccc3c2=O)cc1 | -6%
Cc1ccc(C(c2ccc(C)o2)c2cccc([N+](=O)[O-])c2O)o1 | 2%
Cc1c(-n2c(=S)[nH]c3ccccc3c2=O)c(=O)n(-c2ccccc2)n1C | 10%
COCCN1CN=C(Nc2nc3ccccc3o2)NC1 | -11%
Cc1ccc(CNC(=O)CN(Cc2ccccc2)S(C)(=O)=O)cc1 | 4%
Cc1c(C)n(CC(O)CN2CCCCC2)c2ccccc12 (centres undefined) | -12%
COc1cc(/C(C#N)=C/c2ccccc2)c([N+](=O)[O-])cc1OC | 1%

In the list so far, 7 have a furan ring, fused or not.
SMILES | HT1080 viability
Cc1cccc(NC(=O)CSc2nnc(-c3ccco3)c(-c3ccco3)n2)c1C | -16%
O=C(NC1CCCCC1)C(c1ccco1)N(CCc1ccccc1)C(=O)C(F)(F)F (centres undefined) | 12%
O=S(=O)(c1ccc2ccccc2c1)N(CC(O)COCc1ccco1)c1ccccc1 (centres undefined) | -22%
COc1cc2c(cc1NC(=S)Nc1cccc(C(F)(F)F)c1)oc1ccccc12 | -8%
COc1cc(-c2nc(-c3ccc(NC(=O)c4ccc(Br)o4)cc3)no2)cc(OC)c1OC | 4%
CC(NS(=O)(=O)c1ccc(Cl)cc1)C(=O)NCc1ccco1 (centres undefined) | -15%
Cc1ccc(C(c2ccc(C)o2)c2cccc([N+](=O)[O-])c2O)o1 | 2%

The list goes on.
SMILES | HT1080 viability
Cc1ccc(OCc2nnc(SCC(=O)NCc3ccco3)n2C)cc1 | 8%
COc1ccc(OC)c(-n2nnnc2SCC(=O)Nc2cc(C)ccc2OC)c1 | 4%
CSc1nnc(-c2ccc(Cl)cc2Cl)o1 | 12%
COc1ccc(CCNC(=O)c2nnn(-c3cccc(C)c3)c2N)cc1OC | 6%
O=S(=O)(NCc1ccccc1)c1ccc(S(=O)(=O)N(Cc2cccs2)CC2CCCO2)cc1 (centres undefined) | -2%
Cc1ccc(C(=O)OCC(=O)Nc2ccccc2N2CCOCC2)cc1 | -9%
Cc1cc(C)c(S(=O)(=O)c2ccccc2C(=O)O)c(C)c1 | 17%
CCNc1ccc(Br)cc(C(=O)/C=C/c2ccc(Cl)cc2Cl)c1=O | 6%
O=C(c1cnn2c(C(F)(F)F)cc(-c3ccccc3)nc12)N1CCCc2ccccc21 | -22%
CN1C(=O)NC2(O)C(=O)c3ccccc3C12O (centres undefined) | -5%
CCS(=O)(=O)Nc1c(C)n(C)n(-c2ccccc2)c1=O | -5%
CCn1ncc(CNC(=O)CCSc2nc(-c3ccco3)cc(C(F)(F)F)n2)c1C | -12%
O=C(Nc1cc2c(cc1Br)OCCO2)c1ccco1 | -11%
C/C(=N\NC(=O)c1ccc(C)cc1)C1C(=O)c2ccccc2C1=O | -4%
COc1cccc(-n2c(C)nc3cc(C(=O)O)ccc32)c1 | -8%
C=CCCCCCCCCC(=O)Nc1c[nH]c(=O)[nH]c1=O | -14%
Cc1nn(-c2ccccc2)c2c1C(=O)N(c1ccccc1)C(=O)C(C)(C)C2 | -5%
C=C(C)CN1C(=O)c2ccccc2C1=O | -2%
CCn1c(SCC(=O)Nc2nc(C)c(C)s2)nnc1-c1cccs1 | -5%
CN(CC(=O)Nn1cnnc1)S(=O)(=O)c1ccccc1 | -3%
COc1cc(C2NC(=O)C(C#N)=C(S)N2c2ccccc2)ccc1OC(C)C (centres undefined) | -3%
CN(C)CCCCNCCCNC(=O)/C=N\O | 7%
C=C(C)Cn1c(SCCN2CCOCC2)nc2c1c(=O)[nH]c(=O)n2C | -7%
COc1cc(F)ccc1S(=O)(=O)N1CCN(C23CC4CC(CC(C4)C2)C3)CC1 | -13%
Cc1ccc(Cn2nc(C)c(NC(=O)C3(C)CC3(Br)Br)c2C)cc1 (centres undefined) | -1%
COc1ccc(NCc2nnc(SCC(=O)c3ccc(OC)cc3)o2)cc1 | 12%
N=c1c2c(-c3ccccc3)c(-c3ccccc3)n(Cc3ccco3)c2ncn1CCO | 38%
CCCC(=O)O[C@@H]1C[C@@H](C)N(C(=O)c2ccccc2)c2ccc(C)cc21 | -1%
O=C(CCC1CCCCC1)Nc1cccnc1 | -6%
Cc1ccc(OCCCNCCO)c(Br)c1 | 11%
O=C(Cc1ccccc1)N1CCc2ccccc21 | 15%
Cc1ccc(C(=O)Nc2ccon2)cc1S(=O)(=O)N1CCOCC1 | 9%
Cc1ccc(S(=O)(=O)N(C)c2ccc(C(=O)NCC3CCCO3)cc2)cc1 (centres undefined) | 3%
CN1C2C=C3C(C#N)=C(N)C(C#N)(C#N)C(c4ccc(Br)cc4)C3C1CC2 (centres undefined) | -14%
CCOC(=O)c1c(NC=O)sc2c1CCC2 | 19%
CC1CCc2sc(C(=O)Nc3nnc(SCc4ccc(F)cc4)s3)cc2C1 (centres undefined) | -4%
O=C(CSc1nc2ccccc2c(=O)[nH]1)c1ccccc1 | -2%
O=C(NC(Cc1ccc2c(c1)OCO2)C(=O)NC(Cc1ccccc1)C(=O)O)c1ccccc1 (centres undefined) | 3%
CCC(C)[C@H](NC(=O)NCc1ccccn1)C(=O)OC (some centres undefined) | 2%
COC(=O)[C@@]1(Cc2ccccc2)[C@H]2c3cc(C(=O)N4CCCC4)n(CCO)c3C[C@H]2CN1C(=O)c1ccccc1 | -12%
COc1cccc(CNC(=O)N[C@@H](CC(C)C)C(=O)O)c1 | -13%
Cc1cc(OCC(F)(F)C(F)(F)C(F)(F)C(F)F)nc(N)n1 | -18%
CC(C)N(C(=O)Cn1c(SCC(=O)NCc2ccc3c(c2)OCO3)nc2ccccc21)C(C)C | -10%
O=C(c1ccccc1)c1nc2ccccc2n(CCCn2c(=O)c(C(=O)c3ccccc3)nc3ccccc32)c1=O | -11%
Cc1cc(C)c(S(=O)(=O)c2ccccc2)c(OC(=O)c2cc(F)c(F)cc2Cl)n1 | -2%
Cc1ccc(C2(CC(=O)O)CCOC(C)(C)C2)cc1 (centres undefined) | 11%
CCOc1ccccc1NC(=O)NS(=O)(=O)c1ccc(C)cc1 | 3%
O=C(CSc1nnc(-c2ccncc2)n1-c1ccc(Cl)cc1)NCc1cccs1 | -10%
CCOc1ccccc1CNC(=O)c1cc2oc3ccccc3c2n1C | 14%
C=CCn1c(SCC(=O)N2CCOCC2)nc(O)cc1=O | 2%
COC(=O)c1ccc(C23CC4(C2)[C@H](CN(Cc2ccc(-c5ccccc5)cc2)[C@@H]4c2ccccc2)C3c2ccc(C(F)(F)F)cc2)cc1 (some centres undefined) | 4%
CCCn1c(N)c(Sc2ccccc2)c(=O)n(CCC)c1=O | -1%
CCc1nnc(NC(=O)CSc2nnc(-c3ccc(S(=O)(=O)N(CC)CC)cc3)n2CC)s1 | 11%
CN(CCO)c1c2c(nc3cc(-c4cccc(F)c4)nn13)CCCC2 | -10%
CCN1C(=O)C(CC(=O)Nc2cc(C)ccc2C)SC1=Nc1ccc(S(N)(=O)=O)cc1 (centres undefined) | 3%
COC(=O)c1ccc(C(NC(=O)OCc2ccccc2)/C(F)=C/[C@@H](C)C(=O)NCCN2CCOCC2)cc1 (some centres undefined) | -10%
CCCCC1CCC(C(=O)NCc2ccc3c(c2)OCO3)CC1 (centres undefined) | -6%
CCCCCC1=C2CNC(Cc3ccccc3)(C(=O)OC)C=C2C(C)C1=O (centres undefined) | -13%
COc1ccc(NC(=O)COC(=O)CCCc2c[nH]c3ccccc23)cc1OC | -8%
COC(=O)c1cccc(NS(C)(=O)=O)c1C | 4%
The list goes on.
SMILES | HT1080 viability
O=C(NCc1ccncc1)Nc1cccc(Cl)c1 | 0%
Cc1cc(C)c(C#N)c(SCC(=O)Nc2ccc3c(c2)OCO3)n1 | -2%
CC(=O)N1C2(C=CC1(C)C(=O)NCCN1CCOCC1)CCCCC2 (centres undefined) | -16%
Cc1ccn(C(CC(=O)c2ccc(Br)cc2)C(=O)O)n1 (centres undefined) | -6%
c1ccc(-c2n[nH]c(-c3ccccn3)n2)cc1 | -4%
CC(C)(C)c1ccc(C(=O)Nc2ccc(NC(=O)c3ccco3)cc2)cc1 | 4%
CC(C)n1c(N2CCN(C(=O)Nc3ccc(F)cc3F)CC2)nc2ccccc21 | -13%
CC(C)(C)NC(=O)c1ccnc(C(C)(C)C)c1 | 7%
CCCC[C@@H]1C[C@H]1C(NC(=O)Cc1ccccc1)c1ccc(Cl)cc1 (some centres undefined) | -19%
CC(C)(C)n1nnnc1CN1CCN(C(c2ccccc2)c2ccccc2)CC1 | -19%
CCSc1nnc(NC(=O)c2ccc(C)cc2)s1 | 40%
Cc1ccc(-c2ccc(/C=N/N3C(=O)C4C5C=CC(C6CC56)C4C3=O)o2)c([N+](=O)[O-])c1 (centres undefined) | -10%
CCOc1ccc(NC(=O)CCNS(=O)(=O)c2cccs2)cc1 | 9%
CCN(CC)CCNC1=NCCn2c1cc1cc(OC)ccc12 | -9%
Cc1cc(Oc2ccc(C#N)cc2)nc(N2CCOCC2)n1 | 15%
COC(=O)c1ccc(C(=O)OC)c(NC(=O)CSc2ccccn2)c1 | -1%
CN(C)S(=O)(=O)c1cccc(C(=O)NC2CCCc3ccccc32)c1 (centres undefined) | -4%
COc1ccc(CCN2C(=O)C(O)=C(C(C)=O)C2c2ccccc2OC)cc1OC (centres undefined) | 10%
Cc1ccc(NC(=O)CN(C)C(=O)CSc2nc3ccccc3c(=O)n2Cc2ccco2)cc1 | 31%
Cc1ccc2c(c1)C(C)CC(C)(C)N2C(=O)NC1CCCCC1 (centres undefined) | -17%
O=c1n(S(=O)(=O)c2cccc3cccnc23)c2ccccc2n1S(=O)(=O)c1cccc2cccnc12 | 31%
Nc1ccc2nc(-c3cccs3)[nH]c2c1 | -4%
Cc1ccc(NC2CC(=O)N(c3ccc(C)cc3)C2=O)cc1 (centres undefined) | -4%
Cc1ccc(NC2=CC(=O)C(=O)c3ccccc32)cc1 | -29%

6 structures out of the list, ordered by SMILES length, ascending.
SMILES | HT1080 viability
Cc1cc(Oc2ccc(C#N)cc2)nc(N2CCOCC2)n1 | 15%
Cc1ccc2c(c1)C(C)CC(C)(C)N2C(=O)NC1CCCCC1 (centres undefined) | -17%
COC(=O)c1ccc(C(=O)OC)c(NC(=O)CSc2ccccn2)c1 | -1%
CN(C)S(=O)(=O)c1cccc(C(=O)NC2CCCc3ccccc32)c1 (centres undefined) | -4%
COc1ccc(CCN2C(=O)C(O)=C(C(C)=O)C2c2ccccc2OC)cc1OC (centres undefined) | 10%
O=c1n(S(=O)(=O)c2cccc3cccnc23)c2ccccc2n1S(=O)(=O)c1cccc2cccnc12 | 31%
